# Source: PubChem BioAssay (several laboratories)
# WT yeast gro inh = growth inhibition of WT yeast, mitochondrial fusion screen; 190,000 compounds, 2.1% hits; inhibition, % at 10 µM; mitochondrial fusion phenotypic screen, WT strain; in the data active means inhibition above about 58%; tested in S. cerevisiae
# West Nile antiviral = inhibition of WNV-induced cytopathic effect – cell-based, CPE readout (AID 1621). 290,000 compounds, 0.02% hits. West Nile virus-infected cells, CPE inhibition; higher % means a stronger effect. CPE inhibition, % at 10 µM; hits with a dose series show IC50 in µM; in the data active means a potency from the dose series; inconclusive means CPE inhibition mostly from about 3.7% at the one dose, without a potency; inactive means the rest, 99 in 100 with CPE inhibition below about 2.2%; further: strong numbers were not always called active
# Salmonella PhoP GFP = PhoP-dependent GFP reporter repression – Salmonella Typhimurium, primary screen (AID 1863). inhibition, % at 50 µM, or IC50 in µM where a hit was titrated. 300,000 compounds, 0.16% hits. S. Typhimurium PhoP-regulated promoter GFP reporter, 4 h; higher % means a stronger effect;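 active means inhibition over 29.93%, a cutoff 3 SD above the screen mean, later confirmed by dose response; inconclusive means inhibition over 29.93% but no dose response follow-up; inactive means inhibition at most 29.93% or unconfirmed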;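 further: 0% = low Mg2+ inducing control and 100% = high Mg2+ repressing control; strong numbers were not always called active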
# Large T inhibition = TAg ATPase/helicase activity blockers – biochemical (AID 1903); SV40 large T antigen ATPase/helicase inhibition assay; higher % means a stronger effect; inhibition, % at 20 µM, or IC50 in µM where a hit was titrated; 310,000 compounds, 0.39% hits; in the data active means a potency from the dose series; inconclusive means inhibition mostly from about 32% at the one dose, without a potency; inactive means the rest, 99 in 100 with inhibition below about 32%; further: strong numbers were not always called active
# b-catenin transl = beta-catenin nuclear translocation modulation; nuclear translocation activity, % at 5 µM; 190,000 compounds, 0.3% hits; HeLa beta-catenin nuclear translocation, immunofluorescence imaging; AID 1665;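 active means nuclear translocation activity above 50% at 5 µM, with a well cell count of 50 or more; inconclusive means wells under 50 cells across six images, flagged as toxic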;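 further: per-cell ratio of nuclear to cytoplasmic median beta-catenin stain intensity; plate controls were DMSO negative control for no effect and GSK-3 inhibitor IX positive control for full effect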
#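 Signal – beta-catenin immunofluorescence imaging with DAPI · Test system – human HeLa cell line · Dosing – 5 µM primary single dose, 0.1% DMSO, 0.02–20 µM confirmation series · Measure – % activation, nuclear-to-cytoplasmic median beta-catenin signal ratio per cell · Incubation – 24 h compound exposure at 37°C, 5% CO2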
# Myeloid diff MLP = myeloid differentiation induction; ER-HoxA9 myeloid progenitors, lysozyme-GFP differentiation, flow cytometry; calls only at 10 µM; 360,000 compounds, 1% hits; AID 624256;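 active means normalized GFP-positive differentiation at or above the plate's own cutoff, the solvent-only control mean plus 3 SD; inconclusive means no clear call, values can overlap the other calls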;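 further: cells exposed to compound for four days before flow analysis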
# T cell HTS = T cell immune modulation candidate | 2C CD8+ T cell-vesicle binding, flow cytometry; hits give low values | calls only at 7 µM | 330,000 compounds, 0.068% hits | AID 2052;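 active means response, share of CD8 T cells binding vesicles, and their 90th percentile fluorescence all below set limits, cut at about 80% in these data, passing the limit was not always enough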
#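 Test system: purified 2C TCR transgenic mouse naive CD8+ T cells. Probe or stimulus: QL9-peptide-loaded Drosophila micro-vesicles bearing Ld, ICAM-1 and B7-1. Incubation: binding step 1.5 h, 37 °C, antibody labelling 20 min, ice. Measured by: flow cytometry of vesicle-bound cells.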
# MgcRacGAP inhibition = MgcRacGAP GTPase-activating activity inhibitors, confirmation, biochemical, ADP Hunter fluorescence; MgcRacGAP-stimulated Rac1 GTP hydrolysis, ADP Hunter fluorescence; higher % means a stronger effect; GST-tagged Rac1 F28L mutant substrate; inhibition, % at 30 µM, or IC50 in µM where a hit was titrated; 340,000 compounds, 0.6% hits;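 active means first-screen hits whose inhibition reached a set limit at any dose in the follow-up dose series; inconclusive means inhibition above the set first-screen limit but never retested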;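 further: fluorescence reports GDP produced by GAP-driven GTP hydrolysis; strong numbers were not always called active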
# RSV CPE inhibition = inhibition of RSV-induced cytopathic effect – HEp-2 cells, primary 10 µM value included (AID 2391); HEp-2 cells, RSV-induced CPE inhibition; higher % means a stronger effect; CPE inhibition, % at 10 µM; hits with a dose series show IC50 in µM; 310,000 compounds, 0.13% hits; in the data active means a potency from the dose series; inconclusive means CPE inhibition mostly from about 23% at the one dose, without a potency; inactive means the rest, 99 in 100 with CPE inhibition below about 21%; further: strong numbers were not always called active
# WT yeast gro inh mutant strain = recorded beside WT yeast gro inh, whose call it bears; inhibition, %; mitochondrial fusion phenotypic screen, mutant strain inhibition
# b-catenin transl cell count 5 µM = further read-out of b-catenin transl, marked with its call; cell count; measured here: cell count, cytotoxicity flag
# T cell HTS vesicle-bound % = also measured in T cell HTS; calls as there; double positive events, %; measured here: CD8+ vesicle-bound cell fraction;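 binding gate set so that unloaded-vesicle control wells show 10% double positive cells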
# Myeloid diff MLP GFP+ MAC1+ % = further read-out of Myeloid diff MLP, marked with its call; GFP+ MAC1+ double positive, %; measured here: differentiation confirmed by MAC1 staining
# * marks the source's active call; other numbers are inactive results; i = inactive; u = inconclusive; x = no result given. Rows are unselected; about 3.6% have a hit in one of these screens.
SMILES,WT yeast gro inh,WT yeast gro inh mutant strain,West Nile antiviral,Salmonella PhoP GFP,Large T inhibition,b-catenin transl,b-catenin transl cell count 5 µM,Myeloid diff MLP,Myeloid diff MLP GFP+ MAC1+ %,T cell HTS,T cell HTS vesicle-bound %,MgcRacGAP inhibition,RSV CPE inhibition
CC(/C=N/NC(=O)c1sc(N)nc1C)=C\c1ccccc1,-9,2,-0.3%,-1%,18%,3.5,1015,i,0.2,i,42,7%,0.8%
CC(NC(=O)/C(=C\c1cccc([N+](=O)[O-])c1)NC(=O)c1ccco1)C(=O)O (stereo unspecified),1,-2,-0.1%,-7%,11%,-2.9,1223,i,5.9,i,26,3%,-0.3%
CC(=O)c1ccc(N/C=C\C(=O)c2ccc(C)cc2)cc1,-11,-20,0.9%,-3%,21%,-3.9,1100,i,0.1,i,25,5%,-1.5%
Clc1ncccc1-c1nnn(-c2ccccc2Br)n1,-2,-11,0.6%,-2%,9%,-0.4,1091,i,1.7,x,x,5%,1.1%
O=c1c(Cl)c(NS(=O)(=O)c2ccccc2)cnn1-c1ccccc1,x,x,0.0%,-12%,6%,-0.5,1347,i,0.7,i,34,8%,0.2%
O=Cc1cn(-c2ccccc2)nc1-c1ccccn1,x,x,0.0%,3%,4%,x,x,u,x,i,22,5%,1.0%
CN(CC(=O)Nc1cccnc1)S(=O)(=O)c1cc(Cl)ccc1Cl,1,9,-0.1%,-3%,-8%,-0.4,1007,i,1.2,i,35,9%,1.2%
CCCCNC(=S)N/N=C/c1cccc(OCC)c1O,x,x,-0.1%,-6%,10%,1.6,1252,i,0.4,i,37,-3%,3.7%
CCOc1ccc2oc(C(=O)N(C)CCc3ccc(OC)c(OC)c3)c(C)c2c1,x,x,x,x,x,x,x,i,0.9,i,31,1%,6.1%
CC(=O)c1cccc(NC(=O)Nc2ccc(C(=O)N3CCOCC3)cc2)c1,-6,18,0.3%,1%,5%,-0.3,1111,i,0.7,i,14,5%,2.9%
CCOc1ccc(-c2[nH]nc3c2C(c2cccnc2)C(C#N)=C(N)O3)cc1 (stereo unspecified),-3,2,0.2%,5%,19%,-0.1,1189,i,1.0,i,22,11%,0.0%
Cc1cc(OCCn2cncn2)ccc1[N+](=O)[O-],x,x,-0.4%,0%,7%,x,x,i,0.9,i,29,-2%,0.2%
O=C(CNC(=O)OCc1ccccc1)NC1CCCCNC1=O (stereo unspecified),x,x,0.4%,-4%,8%,x,x,i,0.2,i,7,11%,1.9%
N#Cc1ccccc1NC(=O)COC(=O)c1ccc(S(=O)(=O)N2CCCC2)cc1,10,11,0.1%,8%,7%,-7.2,1037,i,0.7,i,50,12%,2.0%
O=C(NC1CCCC1)c1cccc(Cl)c1,20,13,-0.8%,-6%,4%,-2.3,1074,i,0.5,i,43,-1%,3.3%
COc1cc(C(=O)N/C(=C\c2cn(C)c3ccccc23)C(=O)NCCCO)cc(OC)c1OC,-9,1,0.2%,1%,1%,1.0,999,i,1.1,i,25,6%,0.8%
COc1ccc(CCn2c(C)cc(C(=O)CCl)c2C)cc1OC,-7,-2,-1.2%,-9%,38%,-0.3,1096,i,0.0,i,37,5%,0.3%
CN(C)/C=N/c1ncn(-c2ncc(C(F)(F)F)cc2Cl)n1,-20,21,-0.4%,5%,10%,-3.2,1042,i,0.0,i,31,4%,0.7%
COc1ccc(S(=O)(=O)N2C3CCC2CC(NC(=O)NC2CCCCC2)C3)cc1 (stereo unspecified),9,-16,-1.3%,26%,0%,x,x,i,7.5,i,51,2%,0.0%
CCCc1cc(=O)n2nc(N3CCC(C(=O)N4CCN(c5ccc(OC)cc5)CC4)CC3)sc2n1,x,x,-0.5%,7%,12%,x,x,i,2.7,i,21,15%,0.7%
COc1cc(NC(=O)CN(C)CCOc2ccccc2)c(C)cc1[N+](=O)[O-],x,x,-1.2%,-7%,16%,x,x,i,0.7,i,44,10%,u
O=C(NN1CC(C(=O)OCc2ccccc2F)CC1=O)c1ccccc1 (stereo unspecified),x,x,-0.1%,3%,12%,x,x,i,0.6,i,65,-3%,0.4%
C/C(=N\N=C1/SC(CC(=O)O)C(=O)N1c1ccccc1)c1ccc(C)cc1 (stereo unspecified),x,x,-0.9%,6%,18%,x,x,x,x,i,18,7%,1.8%
CCC(C)C(NC(=O)c1ccccc1NC(=O)c1ccc(OC)cc1)C(=O)NCCCn1ccnc1 (stereo unspecified),x,x,-0.4%,-8%,17%,x,x,i,0.8,i,12,10%,-0.7%
Cc1cccc(NC(=O)c2cc(S(=O)(=O)N3CCOCC3)cn2C)c1C,x,x,-0.6%,x,8%,x,x,i,1.2,i,20,4%,0.2%
COc1ccccc1C(=O)Nc1cc2cc(Cl)ccc2oc1=O,-1,-13,0.7%,7%,9%,-2.0,1332,i,1.2,i,35,5%,3.2%
COc1ccc(/C=C/C(=O)OCC(=O)N2CCc3ccccc32)cc1,x,x,x,x,x,x,x,i,0.8,i,38,0%,1.0%
COc1cccc(OC)c1C(=O)NC(=S)N1CCN(c2ccc(C(F)(F)F)cc2[N+](=O)[O-])CC1,10,-6,0.6%,12%,1%,2.0,1399,i,2.2,i,48,1%,6.6%
CN1CCN(c2ccccc2NC(=O)c2cccc([N+](=O)[O-])c2)CC1,-5,-4,0.0%,-1%,20%,0.3,1486,i,0.4,i,37,-5%,-0.6%
CCc1cc(-c2nc(N)ncc2-c2csc(C)n2)c(O)cc1OC,3,7,-0.9%,5%,5%,3.8,819,i,0.4,i,50,4%,3.0%

# In a second layout: results already given
# Value order – WT yeast gro inh | WT yeast gro inh mutant strain | West Nile antiviral | Salmonella PhoP GFP | Large T inhibition | b-catenin transl | b-catenin transl cell count 5 µM | Myeloid diff MLP | Myeloid diff MLP GFP+ MAC1+ % | T cell HTS | T cell HTS vesicle-bound % | MgcRacGAP inhibition | RSV CPE inhibition
> COc1cc(NC(=O)CN(C)CCOc2ccccc2)c(C)cc1[N+](=O)[O-]
    x | x | -1.2% | -7% | 16% | x | x | i | 0.7 | i | 44 | 10% | u
> CN1CCN(c2ccccc2NC(=O)c2cccc([N+](=O)[O-])c2)CC1
    -5 | -4 | 0.0% | -1% | 20% | 0.3 | 1486 | i | 0.4 | i | 37 | -5% | -0.6%
> COc1ccc(/C=C/C(=O)OCC(=O)N2CCc3ccccc32)cc1
    x | x | x | x | x | x | x | i | 0.8 | i | 38 | 0% | 1.0%

# Carrying on:
SMILES,WT yeast gro inh,WT yeast gro inh mutant strain,West Nile antiviral,Salmonella PhoP GFP,Large T inhibition,b-catenin transl,b-catenin transl cell count 5 µM,Myeloid diff MLP,Myeloid diff MLP GFP+ MAC1+ %,T cell HTS,T cell HTS vesicle-bound %,MgcRacGAP inhibition,RSV CPE inhibition
O=C(O)c1cc(-c2ccc(N3CCOCC3)cc2)nn1-c1ccc(F)cc1,-10,-3,-0.3%,0%,4%,-2.5,1092,i,0.1,i,51,12%,-0.1%
O=C(CSc1nnc(CNC(=O)c2ccc(F)cc2)o1)NCc1ccccc1,x,x,-0.8%,-3%,11%,x,x,i,2.0,i,33,4%,1.3%
O=C(N1CCN(Cc2ccc3c(c2)OCO3)CC1)C(Cl)(Cl)Cl,x,x,-1.1%,8%,-6%,x,x,i,0.4,i,67,11%,0.0%
CCOC(=O)[C@@H]1[C@H]2COc3ccc(Br)cc3[C@H]2N2C(=O)N(c3ccc(Br)cc3)C(=O)[C@]12C,x,x,-1.2%,-7%,3%,x,x,i,0.9,i,16,5%,5.1%
CCCCCn1c(=O)[nH]c2cc(C(=O)NCCN(CC)CC)ccc2c1=O,-1,-19,0.5%,2%,0%,-0.9,1427,i,0.4,i,39,4%,-0.7%
CC1CC(C)(C)N(C(=O)CN2C(=O)c3ccccc3C2=O)c2ccccc21 (stereo unspecified),3,4,-0.5%,-3%,-2%,-0.7,1201,i,9.3,i,2,2%,-0.8%
COc1cccc(CN(C)C(=O)CNC(=O)c2ccc(-c3ccccc3)cc2)c1OC,x,x,-0.5%,-3%,15%,x,x,i,0.4,i,11,8%,1.0%
CN1CCN(CCCNCc2cn(CCC#N)c3ccccc23)CC1,x,x,-0.3%,4%,14%,x,x,i,0.9,i,34,64µM*,0.7%
Cc1cc(C)c(C2C(C#N)=C(N)Oc3n[nH]c(C)c32)cc1CN1CCOCC1 (stereo unspecified),-3,9,-0.7%,9%,19%,x,x,i,3.3,i,49,11%,1.3%
COc1cccc(C2CC(c3ccc(Cl)cc3Cl)Nc3nc(N)nn32)c1 (stereo unspecified),-13,-23,-0.4%,-2%,13%,x,x,i,1.2,i,10,3%,0.9%
COc1ccc([N+](=O)[O-])cc1NC1CCCCC1,47,11,u,-9%,9%,x,x,i,0.4,i,26,-1%,5.8%
c1cncc(CNc2ncnc3sc4c(c23)CCC4)c1,-2,8,-0.4%,-1%,4%,1.1,1166,i,0.3,i,35,9%,7.9%
Cc1ccccc1CC1(CO)CCCN(C(=O)c2ccccc2N(C)C)C1 (stereo unspecified),5,6,-0.4%,-10%,24%,0.2,1060,i,0.7,i,51,3%,3.0%
O=C(Cc1cccs1)N1CCN=C1SCc1ccccc1F,0,7,-0.4%,3%,10%,2.9,1123,i,2.5,i,40,-6%,1.2%
Cc1ccc(C2C3=C(CC(C)(C)CC3=O)NC3=C2C(=O)CC(C)(C)C3)o1,15,17,-0.1%,7%,9%,-1.9,778,i,1.0,i,21,8%,0.8%
O=C(Nc1ccc(F)cc1)C(c1ccccc1)N1CCN(S(=O)(=O)c2c(F)cccc2F)CC1 (stereo unspecified),-11,6,-0.8%,-9%,14%,4.5,908,i,0.9,i,23,1%,3.7%
Cc1cc2c3c([nH]c2cc1S(=O)(=O)NCc1ccc(CN2CCCCCC2)o1)CCCC3=O,x,x,0.2%,-7%,10%,x,x,i,0.6,i,4,3%,2.2%
